Xi reactivation: X-chromosome reactivation activator; XiGFP mouse fibroblasts, % GFP-positive cells imaging, 3 d; cells co-treated with 5-aza-dC sensitizer; scaled so ellipticine positive control = 100%; AID 743238; 360,000 tested, 0.055% active; activation, % at 7.58 µM;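 active means mean normalized replicate activation at least 10% and every replicate at or above 10%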;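 further: 0% = median of on-plate neutral control wells and 100% = ellipticine 6 µM median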
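Assay system: SV40-immortalized XiGFP fibroblast cells, line 68-5-11; buffer or medium: DMEM plus 5-aza-dC sensitizer; compound: one concentration, pinned; timing: compounds 3 days, fix/stain 15 min at room temperature; benchmarks: positive control ellipticine, 6 µM final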
F508del corr: correctors of CFTR F508del function in bronchial epithelial cells | CFBE cells, YFP halide quenching; stimulated with forskolin plus potentiator P3; % fluorescence drop versus neutral controls | activity (quench increase), % at 7.58 µM | 350,000 tested, 0.36% active;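 active means mean added fluorescence quench of at least 8% versus neutral control, with both replicates also reaching 8%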;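 further: cells transiently co-express mutant CFTR-F508del with the halide-sensitive YFP; corrector assay measuring rescue of mutant channel to the surface after 24 h compound exposure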
GSIS activator: GLuc luminescence reporter in INS-1E cells, primary screen for activators of glucose-dependent secretion of insulin. activation, % at 16.6 µM. 370,000 tested, 0.61% active. INS-1E GLuc reporter insulin secretion, 2-3 h;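 active means lowest replicate activation of at least 40%, so every replicate reaches that level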;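 further: 0% = median of neutral control wells and 100% = median of IBMX positive control wells; some compounds called inactive have numbers as strong as hits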
RAD52 anneal inh: inhibitors of human RAD52 DNA annealing. AID 651710. inhibition, % at 18.7 µM. 360,000 tested, 0.46% active. recombinant RAD52 DNA annealing, FRET fluorescence;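 active means every replicate showing at least 50% inhibition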
Target sequence (P43351 whole entry, looked up): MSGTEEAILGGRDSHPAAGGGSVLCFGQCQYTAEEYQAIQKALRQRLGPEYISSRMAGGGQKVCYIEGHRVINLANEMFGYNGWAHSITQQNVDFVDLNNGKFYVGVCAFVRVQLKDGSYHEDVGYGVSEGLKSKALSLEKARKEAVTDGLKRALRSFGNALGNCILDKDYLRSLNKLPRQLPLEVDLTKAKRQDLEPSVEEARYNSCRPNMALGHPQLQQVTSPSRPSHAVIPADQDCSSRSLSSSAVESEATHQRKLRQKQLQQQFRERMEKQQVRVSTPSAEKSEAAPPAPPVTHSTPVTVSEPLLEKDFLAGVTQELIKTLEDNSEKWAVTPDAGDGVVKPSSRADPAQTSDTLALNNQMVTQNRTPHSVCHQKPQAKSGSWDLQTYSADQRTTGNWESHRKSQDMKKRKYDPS
CASP6 VEID inh: blocks human caspase-6 cleavage activity. 350,000 tested, 0.53% active. inhibition, % at 12.5 µM. purified caspase-6, Z-VEID-R110 cleavage fluorescence;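 active means mean inhibition across replicates at least about 35%, with every replicate also reaching that limit, limit read from the data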;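 further: 0% = median of neutral control wells and 100% = no fluorescence left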
DENV2 CPE: inhibitors of DENV2 cytopathic effect; DENV2-infected cells, cytopathic effect rescue, plate reader; CPE inhibition, % at 9.99 µM; 350,000 tested, 1.7% active; AID 651640; in the data active means CPE inhibition above about 20%, passing the limit was not always enough; tested in BHK-21 cells;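 further: 0% = median of neutral control wells and 100% = median of positive control wells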
E-selectin induc: E-selectin induction on HUVECs; HUVEC E-selectin immunofluorescence imaging; normalized: neutral wells 0, TNF-alpha wells 100; activation, % at 7.58 µM; 260,000 tested, 0.37% active; AID 686992;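 active means mean E-selectin-positive cell signal at least 10% of the positive control, reached in at least 60% of replicates, without over 20% cell loss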;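 further: in these data hits start at about 27%; measured in HUVEC primary endothelial cells; signal is the percent of cells scored E-selectin positive by PE staining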
Target sequence (P16581 whole entry, looked up): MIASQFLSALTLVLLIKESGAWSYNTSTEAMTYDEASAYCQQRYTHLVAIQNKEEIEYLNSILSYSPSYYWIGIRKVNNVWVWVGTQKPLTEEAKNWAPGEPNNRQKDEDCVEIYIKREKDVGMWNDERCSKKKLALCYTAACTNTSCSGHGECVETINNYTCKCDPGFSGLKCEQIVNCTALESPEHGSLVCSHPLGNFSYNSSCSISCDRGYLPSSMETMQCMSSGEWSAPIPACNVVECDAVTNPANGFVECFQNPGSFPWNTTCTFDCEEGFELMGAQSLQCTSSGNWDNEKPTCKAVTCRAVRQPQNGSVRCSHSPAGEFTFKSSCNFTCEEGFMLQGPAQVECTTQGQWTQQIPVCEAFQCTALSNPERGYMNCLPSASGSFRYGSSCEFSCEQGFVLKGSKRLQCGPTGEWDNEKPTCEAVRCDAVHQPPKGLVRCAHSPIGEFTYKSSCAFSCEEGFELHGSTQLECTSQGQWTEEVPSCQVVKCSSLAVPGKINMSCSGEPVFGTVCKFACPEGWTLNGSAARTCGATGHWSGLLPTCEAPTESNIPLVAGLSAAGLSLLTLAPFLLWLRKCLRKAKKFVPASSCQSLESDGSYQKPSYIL
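Test system: HUVEC | Signal: Immunofluorescence imaging | Read-out: Percent E-selectin-positive cells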
RAD54 inh: blocks human RAD54 Holliday junction branch migration; Q92698; inhibition, % at 10.4 µM; AID 602329; 360,000 tested, 0.14% active; FAM/BHQ fluorescence;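 active means mean normalized replicate activity at least 40 and at least half of replicates scoring 40 or more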;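 further: 0% = median of neutral control wells and 100% = median of positive control wells; inhibitors cause a drop in the FAM fluorescence signal; in these data hits start at about 50%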
* = called active by the depositor; x = not tested or not shown; & = joins results of further samples. The order is random; about 3.7% have a hit in one of these screens.

compound | RAD52 anneal inh | DENV2 CPE | CASP6 VEID inh | GSIS activator | Xi reactivation | RAD54 inh | F508del corr | E-selectin induc
Cc1ccccc1-c1nc(CN2CCC(C(=O)NC3CC3)CC2)c(C)o1 | -7 | 4 | -1 | -2 | 0.0 | x | 0.4 | -0.2
O=C(NCc1nc2ccccc2[nH]1)C1=C[C@H](c2csc3ccccc23)C[C@H](OCc2ccc(CO)cc2)O1 | -25 | -3 | 2 | -6 | 0.3 | -8 | 4.8&1.7 | 1.1
Cc1cccc2c1-c1sc(C(=O)NCCCN3CCc4ccccc4C3)cc1CO2 | -14 | 6 | -3 | 8 | 0.0 | 22 | -1.6 | 8.4
Cn1ncc([N+](=O)[O-])c1C(=O)Nc1ccccc1Cl | -7 | 6 | -3 | -1 | 0.1 | -12 | -1.4 | 0.1
CCOc1cc(/C=N/NC(N)=O)ccc1OCC(=O)Nc1ccc(C)c(C)c1 | -3 | 4 | 2 | 12 | 0.0 | x | -0.3 | x
CC(C)Sc1nnc(-c2ccc(S(=O)(=O)N3CCOCC3)cc2)n1C | -5 | -4 | -2 | 15 | 0.2 | 6 | 1.6 | 0.5
CCOC(=O)c1cc(-c2ccccc2)sc1NC(=O)C(C)Sc1nnc(C)s1 (stereo not given) | -20 | -1 | 2 | 5 | 0.1 | -11 | -0.5 | x
N#C[C@H]1[C@H](c2ccccc2-c2ccccc2)[C@H](CO)N1C(=O)NC1CCCCC1 | 16 | 14 | 0 | -19 | 0.0 | x | -1.5 | 0.0
Cc1cc(C)c(C)c(C(=O)COC(=O)CNC(=O)CNC(=O)c2ccco2)c1C | -11 | 5 | 5 | -11 | 0.0 | -1 | 2.7 | x
CCS(=O)(=O)N1[C@H](CO)[C@@H](c2ccc(C#CC(C)C)cc2)[C@@H]1C#N | -40 | -15 | 2 | -10 | 0.3 | -6 | -2.5 | -0.2
COC(=O)c1c(-c2cc(OC)cc(OC)c2)sc2ccc(OC)cc12 | -14 | -9 | -1 | 1 | 0.1 | -5 | -0.2 | x
CC(C)CC#Cc1ccc2c(c1)O[C@H](CN(C)C(=O)C1CCCCC1)[C@@H](C)CN([C@@H](C)CO)S2(=O)=O | 22 | -4 | 1 | 55* | 0.1 | 3 | 2.0 | 0.9
COc1ccc(C(=O)N2CCC(C(=O)c3c(C)cc(C)cc3C)CC2)cc1 | -1 | -3 | 6 | -37 | 0.2 | x | -1.7 | x
CCOC(=O)[C@]12CCC=C1N(CCC1=CCCCC1)C(=O)[C@H](CC(=O)NCCCOC)C2 | -12 | 8 | -2 | 21 | 0.1 | x | -0.2 | 0.3
COc1ccccc1-c1ccc2c(c1)O[C@H](CN(C)C(=O)Nc1ccccc1)[C@@H](C)CN([C@H](C)CO)S2(=O)=O | -13 | 7 | -2 | -6 | 0.9 | -2 | 0.8 | 0.3
O=C(NCCCN1CCCC1=O)c1cccc(S(=O)(=O)N2CCCCC2)c1 | -15 | -11 | -3 | 0 | -0.2 | -7 | -0.6 | x
COCCn1c(SCC(=O)Nc2c(C)n(C)n(-c3ccccc3)c2=O)nnc1-c1ccncc1 | 4 | -1 | 0 | x | -1.1 | -15 | 2.6 | 0.1
Cc1noc(C)c1NC(=O)Nc1ccc2c(c1)CC(=O)N([C@@H](C)CO)C[C@@H](C)[C@H](CN(C)S(=O)(=O)c1cn(C)cn1)O2 | x | -5 | x | 19 | -0.6 | 1 | -4.5 | 0.1
Cc1cccc(C)c1OCCOC(=O)c1ccc(S(=O)(=O)N2CCCC2)cc1 | 4 | 10 | -3 | -7 | 0.1 | -5 | -1.3 | x
C[C@@H]1CN([C@@H](C)CO)C(=O)Cc2cc(NC(=O)CCCN(C)C)ccc2O[C@@H]1CN(C)S(=O)(=O)c1cccs1 | x | -1 | x | 16 | 0.5 | 1 | -2.2 | -0.9
C[C@@H]1CN([C@@H](C)CO)S(=O)(=O)c2ccc(-c3ccncc3)cc2O[C@H]1CN(C)S(C)(=O)=O | 10 | -14 | -1 | -10 | 0.3 | 1 | 1.9 | 0.1
Cc1ccc(OCCCCn2ccnc2C)c(C)c1 | -18 | -3 | x | 5 | 0.0 | 2 | 2.8 | x
CC(=O)N(c1ccccc1C)C1CCCC1 | -35 | -5 | 0 | 8 | -0.1 | -3 | -2.6 | x
Cc1noc(C)c1C(=O)N(C)C[C@@H]1OCc2ccccc2-c2ccccc2C(=O)N([C@@H](C)CO)C[C@H]1C | -6 | 10 | 2 | 13 | 0.4 | -2 | 0.3 | 0.5
C=CCC(O)(CC=C)C(C)N (stereo not given) | -11 | -3 | -2 | 2 | 0.0 | x | -3.2 | x
CN(NC(=O)/C=C/C(=O)O)c1ncc(C(F)(F)F)cc1Cl | -11 | 4 | -5 | 3 | 0.4 | -2 | -1.5 | x
CCN1C(=O)[C@H]2[C@@H](c3ccc(OC)cc3)N[C@]3(CCCN(Cc4ccco4)C3=O)[C@H]2C1=O | -19 | 12 | 15 | 6 | 0.5 | -17 | -3.8 | -0.1
Cc1cccc(NC(=O)CSc2nnc(NC(=O)c3ccc(S(=O)(=O)N4CCOCC4)cc3)s2)c1C | -11 | 0 | 1 | 5 | 0.2 | x | x | x
Cc1cccc(Cn2c(SCCN3CCCCC3)nc3c2c(=O)[nH]c(=O)n3C)c1 | -10 | -3 | 2 | x | -0.3 | 4 | -1.3 | -0.1
C=CCNC(=S)N/N=C/c1ccccc1OCCOc1ccccc1 | 5 | 5 | -3 | 13 | 0.0 | 0 | 2.8 | x
O=C(Nc1ccc2c(c1)OCO2)C1Cc2c(-c3cccnc3)ccnc2O1 (stereo not given) | 5 | -6 | 3 | x | -0.1 | -1 | 2.0 | -0.2
CCOc1ccc2[nH]c3c(N4CCC5(CC4)OCCO5)ncnc3c2c1 | -7 | -8 | 0 | x | 0.0 | x | 2.5 | 1.5
O=S(=O)(Nc1cccc(-c2cn3c(n2)SCC3)c1)c1ccc(F)cc1F | -66 | -5 | -1 | -12 | 0.1 | 7 | 2.7 | 0.8
C[C@@H]1CN([C@H](C)CO)C(=O)c2cc(C#CC3(O)CCCC3)cnc2O[C@H]1CN(C)C(=O)C1CC1 | x | x | x | 16 | -1.2 | x | -0.6 | 1.5
COc1cccc(NC(=O)N2CCCC2C(=O)Nc2ccc3c(c2)OCCO3)c1 (stereo not given) | -5 | 5 | 1 | 1 | 0.0 | x | 0.1 | 1.7
COC(=O)COc1ccc(NC(=O)c2ccco2)cc1 | -6 | 5 | 0 | -37 | 0.0 | -6 | -0.7 | -2.8
CC1(C)CC(=O)C2=C(C1)c1c(ccc3ccccc13)NC2c1ccc(C(=O)O)cc1 (stereo not given) | -8 | 3 | -1 | 10 | 0.2 | 3 | 1.3 | x
O=C(NNC(=O)C1CC(c2cccnc2)=NO1)Nc1ccccc1F (stereo not given) | -26 | -6 | 0 | 6 | 0.0 | 0 | 0.4 | 2.2
O=C(Cc1ccc(Br)cc1)N1CCN(C(=O)c2ccco2)CC1 | -9 | 1 | 1 | 3 | 0.3 | 8 | 1.2 | x
O=C(NCc1cccs1)C(=O)NCC1OCCCN1S(=O)(=O)c1cc(F)ccc1F (stereo not given) | -7 | 1 | 15 | -4 | 0.3 | 2 | -1.9 | x

Pulled one by one from the entries so far (two):
compound | RAD52 anneal inh | DENV2 CPE | CASP6 VEID inh | GSIS activator | Xi reactivation | RAD54 inh | F508del corr | E-selectin induc
CCOc1ccc2[nH]c3c(N4CCC5(CC4)OCCO5)ncnc3c2c1 | -7 | -8 | 0 | x | 0.0 | x | 2.5 | 1.5
O=C(Cc1ccc(Br)cc1)N1CCN(C(=O)c2ccco2)CC1 | -9 | 1 | 1 | 3 | 0.3 | 8 | 1.2 | x

(cont.)
compound | RAD52 anneal inh | DENV2 CPE | CASP6 VEID inh | GSIS activator | Xi reactivation | RAD54 inh | F508del corr | E-selectin induc
CCn1c(SCc2ccccc2)nc2cc(OC)c(OC)cc2c1=O | 1 | -2 | -1 | 15 | 0.4 | -5 | 0.4 | x
O=C(N/N=C/c1c[nH]c2ccccc12)c1cc(-c2ccc3ccccc3c2)n[nH]1 | -27 | -4 | -2 | 29 | 0.4 | x | x | 0.5
COc1ccc(S(=O)(=O)N(C)C[C@H]2Oc3ccc(NC(=O)C4CC4)cc3CC(=O)N([C@@H](C)CO)C[C@@H]2C)cc1 | 6 | 6 | 2 | 2 | 0.0 | -1 | -0.3 | 5.2
O=C1Nc2ncccc2OC1CCCl (stereo not given) | -4 | x | -2 | 7 | x | 5 | x | x
C[C@H](CO)N1C[C@H](C)[C@@H](CN(C)Cc2ccc3c(c2)OCO3)OCCCC[C@H](C)Oc2ccc(NS(C)(=O)=O)cc2C1=O | -2 | 3 | 0 | 0 | 0.0 | 3 | -0.7 | 0.7
CCOc1ccc(NC(=O)CSc2nnnn2C2CC2)cc1S(=O)(=O)N1CCCC1 | -16 | 5 | 2 | -10 | 0.1 | -4 | 0.2 | 0.8
C[C@H](CO)N1C[C@H](C)[C@@H](CN(C)Cc2ccc(Cl)c(Cl)c2)OCCCC[C@H](C)Oc2ccc(NS(=O)(=O)c3ccccc3)cc2C1=O | 0 | 1 | 0 | -17 | -1.0 | 3 | 3.4 | 0.3
CS(=O)(=O)c1ccc(NC(=O)c2cccc(S(=O)(=O)N3CCN(Cc4ccccc4)CC3)c2)cc1 | -26 | -6 | 1 | -24 | -0.1 | 9 | -2.6 | -0.9
C[C@H](O)C#Cc1cnc2c(c1)C(=O)N([C@H](C)CO)C[C@@H](C)[C@H](CN(C)Cc1cncnc1)O2 | -2 | 17 | 1 | 25 | -0.4 | -8 | 2.1 | 0.0
COc1ccc(CC(=O)O/N=C(\N)Cc2ccc(OC)c(OC)c2)cc1 | -17 | -5 | 0 | 9 | x | x | 1.5 | x
C[C@@H]1CN([C@@H](C)CO)C(=O)c2cc(NC(=O)c3ccccc3)ccc2O[C@@H](C)CCCCO[C@H]1CN(C)S(=O)(=O)c1cccs1 | x | -9 | x | -24 | 0.1 | 1 | 0.4 | 0.0
O=C(Nc1cccc(Cl)c1)N1C[C@@H]2[C@H](c3ccccc31)[C@@H](CO)N2CC1CCCCC1 | x | x | x | -21 | 0.3 | 5 | -0.9 | -0.4
COc1ccccc1Oc1ccc(N/C=C/C(=O)c2ccco2)cc1 | -130 | -5 | -1 | -19 | 0.3 | -2 | 1.5 | x
COC(=O)NC1(C(=O)O)CCCC1 | -10 | 6 | 2 | 25 | 0.3 | -6 | 1.2 | 0.0
COc1ccc(-c2cc(C(=O)N(C)Cc3ccc(OC)c(OC)c3OC)c3ccccc3n2)cc1OC | 3 | 6 | -238 | 62* | 0.0 | -1 | 2.1 | x
Cc1ccc(OC(=O)CCC(=O)Nc2ccc(Br)cc2)cc1 | x | x | x | 2 | 0.0 | -12 | x | 0.4
NS(=O)(=O)c1ccc(OC(=O)CNC(=O)OCc2ccccc2)cc1 | 2 | 1 | -1 | 13 | -0.1 | x | 0.4 | x
O=C(Nc1cc(F)ccc1F)N1CC(=O)N2[C@H](CO)[C@H](c3ccc(C#CC4CCCC4)cc3)[C@@H]2C1 | -28 | 5 | -2 | -14 | 0.0 | x | 1.3 | -0.6
CN(C[C@@H]1[C@@H](c2ccccc2)[C@H](CO)N1Cc1ccccn1)S(C)(=O)=O | -30 | -5 | 5 | 3 | 0.6 | -2 | -2.0 | 0.0
CC1(C)Cc2ccccc2C(NNC(=O)c2ccc(Br)o2)=N1 | -17 | -3 | -2 | 9 | 0.2 | -10 | -0.3 | 0.1

Screens: PubChem, Broad Institute
